Source: PubChem
NCI-60 one-dose screen, 48 h, at 10 µM unless noted. Numbers give growth in % (100 = growth as untreated, 0 = no growth, -100 = all killed).
HL-60(TB) = HL-60(TB) leukemia cells | actives 9% (n = 78,000); active = growth percent below 10
* = called active by the depositor; & = joins results of further samples.

The opening four compounds as a preview:
SMILES	HL-60(TB)
Cc1ccc(C(=O)OC(C)C)cc1	104.2
C(=N\N1CCCCCC1)/c1c[nH]c2ccccc12	98.0
C/C(=N\Nc1c2ccccc2nc2ccccc12)c1ccc(O)cc1	87.2
N#CCC(=O)c1ccccc1C(=O)O	100.7

This part in full, from the start:
SMILES	HL-60(TB)
Cc1ccc(C(=O)OC(C)C)cc1	104.2
C(=N\N1CCCCCC1)/c1c[nH]c2ccccc12	98.0
C/C(=N\Nc1c2ccccc2nc2ccccc12)c1ccc(O)cc1	87.2
N#CCC(=O)c1ccccc1C(=O)O	100.7
O=C(Sc1ccc(Cl)cc1)c1ccco1	91.9
CCCCn1c(=O)c2c(nc3n2CCCN3CCc2ccc(OCC(=O)NCCN(CC)CC)cc2)n(CCCC)c1=O	67.3
Clc1ccc([C@@H]2C[C@@H]3Cc4cc(Br)c5ccccc5c4N2O3)c(Cl)c1	54.3
CCn1c(SCC(=O)Nc2ccc(/C(C)=N/O)cc2)nnc1-c1ccccc1	84.7
COc1ccc2c(c1)oc1c(C)c3c(c(C)c12)C(=O)N(CCN1CCOCC1)C3=O	87.6
Cc1cc(C)n(CO)n1	70.7
C=C(C)[C@@H]1CC[C@]2(C(=O)O)CC[C@]3(C)[C@H](CC[C@@H]4[C@@]5(C)CC[C@H](NC(=O)C(Cl)Cl)C(C)(C)[C@@H]5CC[C@]43C)[C@@H]12	141.1
CCN(CC)c1ccc(/C=N/NC(=O)c2ccccc2Nc2ccnc(C(F)(F)F)c2)c(O)c1	60.0
O=C1N(c2ccccc2)C(=S)N[C@]12[C@H](c1ccccc1)C1CCCN1[C@]21C(=O)NC2C=CC(Cl)=C[C@H]21 (stereo partly drawn)	81.5
COc1ccc(NC(=O)c2sc3c(=O)[nH]c(C(F)(F)F)nc3c2C)cc1	105.7
CCCCCCCCCc1ccc(OC(=O)C(C)C)cc1	84.3
CCN(CC)CCCCNc1ccnc2cc(Br)ccc12	97.9
COc1ccc(-c2c(-c3cc(OC)c(OC)c(OC)c3)nc3sc(C4CC4)nn23)cc1	28.8
COC(=O)C1=CC=C[C@H]2[C@@]3(CC[C@@H](C)[C@@]2(CCc2ccoc2)C(=O)O3)C1	84.3
Nc1ccc(S(=O)(=O)N/N=C/C=C/c2ccccc2[N+](=O)[O-])cc1	110.9
CSC1=NC(=Nc2c(C)cccc2C)C2(CCC(C(C)(C)C)CC2)N1c1ccc(Cl)cc1 (stereo not drawn)	53.4
O=C1c2ccccc2C2N1CCC1CCc3ccccc3N12 (stereo not drawn)	104.0
Cn1c(=O)c2[nH]c(SCC(=O)Nc3ccc(C(=O)/C=C/c4ccc(Cl)cc4)cc3)nc2n(C)c1=O	99.0
COc1ccc(/C=C2\Oc3cc(OCCN4CCCC4)ccc3C2=O)cc1	101.7
CNC(=O)C1(c2ccccc2)CCCCC1	93.9

6 structures from above, ordered by heavy-atom count, ascending:
SMILES	HL-60(TB)
CNC(=O)C1(c2ccccc2)CCCCC1	93.9
CCN(CC)CCCCNc1ccnc2cc(Br)ccc12	97.9
COc1ccc(NC(=O)c2sc3c(=O)[nH]c(C(F)(F)F)nc3c2C)cc1	105.7
COc1ccc(-c2c(-c3cc(OC)c(OC)c(OC)c3)nc3sc(C4CC4)nn23)cc1	28.8
Cn1c(=O)c2[nH]c(SCC(=O)Nc3ccc(C(=O)/C=C/c4ccc(Cl)cc4)cc3)nc2n(C)c1=O	99.0
O=C1N(c2ccccc2)C(=S)N[C@]12[C@H](c1ccccc1)C1CCCN1[C@]21C(=O)NC2C=CC(Cl)=C[C@H]21 (stereo partly drawn)	81.5

(further entries)
SMILES	HL-60(TB)
Cc1ccc(-c2nc(N3CCN(CC(=O)Nc4ccc(Cl)c(C(F)(F)F)c4)CC3)c3ccccc3n2)cc1	97.6
CC(=O)Nc1ccc(-c2nc(-c3cccc(OCCN4CCOCC4)c3)c(-c3ccnc(Br)c3)[nH]2)cc1	65.1
COc1ccc(NC(C)=O)c([N+](=O)[O-])c1[N+](=O)[O-]	84.2
COc1cc2c(cc1OC)C(=O)/C(=C/c1cc(-c3ccc4c(c3)OCO4)n[nH]1)C2	-43.8*
CCC1=C(c2cc(Cl)c3ccccc3c2OCC(=O)O)OC(CC)(C(=O)c2cc(Cl)c3ccccc3c2OCC(=O)O)CC1 (stereo not drawn)	107.2
CC1CN=C2C=CC=CN2C1=O (stereo not drawn)	109.5
O=C1OCC2=C1C(c1cccc(F)c1)c1cc3c(cc1N2CCO)OCO3 (stereo not drawn)	-28.9*
CN1CN(C2CCCCC2)CSC1=S	68.9
Cc1ccc(N/N=C/c2ccc([N+](=O)[O-])cc2)cc1C	57.5
CCN1CCCC(N2c3ccccc3Sc3ccccc32)C1 (stereo not drawn)	93.1
Cn1cc(-c2nnc(N)nc2-c2c[nH]c3ccc(Br)cc23)c2cccnc21	52.1
COc1ccc(NC(=O)C(=O)c2c[nH]c3ccccc23)cc1	69.2
Cc1cc(=O)[nH]c2cc(-c3ccccc3)nn12	71.4
c1ccc(CCNc2c3ccccc3nc3ccccc23)cc1	41.3
Nc1c(Cl)cc([N+](=O)[O-])cc1Cl	60.9
COc1ccc(Nc2nc(-c3ccc4ccccc4c3)c[se]2)cc1	102.1
Nc1ccc(N2CCN(c3ccc4nc(-c5ccc6nc(-c7ccc(O)cc7)[nH]c6c5)[nH]c4c3)CC2)cc1	105.3
O=C(NCCc1ccc(O)c(O)c1)c1ccsc1Nc1ccnc(C(F)(F)F)c1	91.1
CCOC(=O)C(C(=O)OCC)N1C(=O)c2ccccc2C1=O	54.1
Cc1ccccc1NC(=O)c1ccccc1	70.7
CCCC1SCC(C)(C)NC1=O (stereo not drawn)	95.3
COc1ccc(C2=CC(c3ccc(Oc4ccnc5cc(Cl)ccc45)c(OC)c3)c3c(nc(OC)[nH]c3=O)N2)cc1 (stereo not drawn)	85.7
CN(C)c1ccc(Cc2ccc(N(C)C)cc2Cl)c(Cl)c1	5.9*
COc1cc2c(cc1OCCCCC(=O)Nc1ccc(-c3nc4ccccc4s3)cc1)N=C[C@@H]1CCCN1C2=O	-47.2*
O=C1OC(c2ccccc2)=NC1c1ccccc1 (stereo not drawn)	100.7
COc1ccc(-c2cc(Nc3ccnc(N4CCOCC4)n3)on2)cc1	-29.9*
Cc1[nH]c(/C=C/C(=O)c2ccc(C(F)(F)F)c(F)c2)c(C)c1C(=O)N1CCN(C)CC1	93.4&98.4
Nc1ccccc1Nc1ccccc1	11.2&23.5
C/C(CCc1ccc(O)cc1)=N\O	102.3
Cc1ccc(OCC(COc2ccc(C)cc2)OCCN(C)C)cc1	69.3
Cc1ccc(Cl)cc1NC(=O)OCCCl	81.4
OC1CC2COCC2CC1O (stereo not drawn)	110.0
Cc1cc(C)c2c(n1)sc1c2[nH]c(=O)c2nnn(-c3ccccc3)c21	97.7
CC1=C2CC/C(C)=C/CC[C@@]3(C)OC3CC/C(C)=C/[C@@H]2OC1 (stereo partly drawn)	82.8
COc1cc(-c2nn(-c3ccc(Cl)cc3)cc2CO)ccc1O	78.4
O=C(O)CCC(=O)Nc1ccccc1C(F)(F)F	100.4
O=C1Nc2ccccc2/C1=C/c1c(-c2ccccc2)nc2ncccn12	113.4
O=C(COc1c(Cl)c(Cl)c(Cl)c(Cl)c1Cl)Nc1cccc(Cl)c1	97.2
COC(=O)[C@@]1(CCSC)N[C@H](c2ccc(C)s2)[C@@H]2C(=O)N(c3ccc(Cl)cc3)C(=O)[C@@H]21	124.6
NS(=O)(=O)c1ccc(NCc2nc3ccccc3c(=O)[nH]2)cc1	113.1
CCOC(=O)/C(C#N)=C/c1ccccc1OC	101.4
COc1c(F)cccc1/C=C/C(=O)/C=C(O)/C=C/c1cccc(F)c1OC	74.2
c1ccc2c(c1)oc1c3c(ccc12)NCCC3	91.8
C1CCC(C2CCCC2)CC1	99.7
O=C(Nc1ccc(Br)cc1)c1cc(Br)cc(Br)c1O	84.3
Cc1cc(O)c(C(C)C)cc1NC(=O)Nc1cc(Cl)ccc1Cl	103.3
CS(=O)(=O)Nc1ccc(C(=O)NC(C(=O)NO)c2ccc(N3CCC(F)CC3)cc2)cc1 (stereo not drawn)	113.4
COc1ccc(-c2cnc(SCC(=O)Nc3ccc(-c4nc5ccccc5s4)cc3)n2-c2ccc(OC)cc2)cc1	105.8
Clc1ccc(C=Nc2ccc3c(c2)Cc2ccccc2-3)cc1	101.2
CC(COc1ccccc1Cl)OC(=O)C(C)C (stereo not drawn)	107.5
Nc1c([N+](=O)[O-])cccc1[N+](=O)[O-]	104.2
O=C(COc1ccc(NC(=O)Nc2ccc(Cl)cc2)cc1)N/N=C/c1ccccc1O	97.2
CCOC(=O)CCC(NC(=O)c1ccc([N+](=O)[O-])cc1)C(=O)OCC (stereo not drawn)	79.8
COc1ccc(-n2nc(C(N)=O)nc2-c2cc(OC)c(OC)c(OC)c2)cc1	99.3
CC[C@H](C)OC(=O)c1nn(C(C)=O)c2ccccc12	105.2
CN1CCN(Cc2nnc(CCC(=O)c3nc4ccc([N+](=O)[O-])cc4[nH]3)o2)CC1	108.4
CN(Cc1ccccc1)c1nc(Cl)c(C2CC(c3ccccc3)=NN2C=O)s1 (stereo not drawn)	72.8
C=C(C)C(C(=O)OCC)C(=O)OCC	113.3
COc1ccc(/C=C/c2c(C(=O)/C=C/c3ccc(F)cc3)c(C)nc3ccccc23)cc1	24.2
COc1ccc2c(c1)C/C(=C\c1cc(-c3ccc4c(c3)OCO4)n[nH]1)C2=O	88.3

Rewritten with each value named: entries from further up.
> C=C(C)C(C(=O)OCC)C(=O)OCC
  HL-60(TB) = 113.3
> CC[C@H](C)OC(=O)c1nn(C(C)=O)c2ccccc12
  HL-60(TB) = 105.2
> CC(COc1ccccc1Cl)OC(=O)C(C)C (stereo not drawn)
  HL-60(TB) = 107.5
> O=C(COc1ccc(NC(=O)Nc2ccc(Cl)cc2)cc1)N/N=C/c1ccccc1O
  HL-60(TB) = 97.2

Going on with the list.
SMILES	HL-60(TB)
COc1ccc(OC)c(/C=C/C(=O)c2cc(C(=O)/C=C/c3cc(OC)ccc3OC)n3cccc(C)c23)c1	98.2
COc1ccc(-c2nnc(CSc3nc(-c4ccc(F)cc4)c(C#N)c(=O)[nH]3)o2)cc1	96.2
COc1ccccc1N1CCN(C2=C(Cl)C(=O)C(C)=C(C)C2=O)CC1	111.8
COc1cc(NC(=O)c2cccc(-n3cc(-c4ccc(NC(C)=O)nc4)nn3)c2)cc(OC)c1OC	73.1
O=C(O)c1ccncc1	102.9
COC(=O)[C@]1(C)CCC[C@]2(C)[C@H]3C[C@H]4[C@H]5[C@@H]6C/C(=C\c7ccco7)C(=O)[C@H]5[C@@]3(CC[C@H]21)C[C@@]4(C(C)C)O6	86.9
Cc1ccc(O)c(NC(=O)c2ccccc2Nc2ccnc(C(F)(F)F)c2)c1	48.2
CC(=O)c1ccc(NC(=O)CS(=O)(=O)c2ccc(C)cc2)cc1	95.1
CCCN(c1ccc(Cl)cc1)c1nc(-c2ccc(Br)cc2)cs1	102.3
C[C@@]1(Cl)CCO[C@@H](/C=C/c2ccccc2)C1	94.3
O=C(Nc1ncccc1OCc1cccc(Cl)c1)NC12CC3CC(CC(C3)C1)C2	82.7
Clc1ccc(-c2nnc(-c3nc4ccccc4nc3Cl)o2)cc1	98.8
OC1C2CCC(C2)C1CN1CCOCC1 (stereo not drawn)	108.9
O=C1Nc2ccccc2/C1=C\c1cccc(/C=C2/C(=O)Nc3ccccc32)n1	-48.6*
CCCCCCCOC(C(=O)OCCN(CC)CC)(c1ccccc1)c1ccccc1	79.1
C1CCC2CNCCC2C1 (stereo not drawn)	70.5
N#Cc1cn(-c2ccc(Cl)cc2Cl)c(C(=O)c2ccccc2)c1N	98.7
O=c1c2ccccc2c(Br)c(Br)c2ccccc12	70.9
CC1(C)CC(=O)C2=C(C1)N(c1ccc(F)cc1F)C(N)=C(C#N)C2c1cccc(Br)c1 (stereo not drawn)	90.5
COc1ccc2nc(C)cc(SCc3nccc(OCC(F)(F)F)c3C)c2c1	69.1
CCOC(=O)C1=C(C)NC(SCc2nnc(-c3ccc(Cl)cc3)o2)=NC1c1cccc(Cl)c1 (stereo not drawn)	19.6
COc1ccc(P(c2ccc(OC)cc2)c2ccc(OC)cc2)cc1	88.5
CCN(CC)c1cccc(OC(=O)Nc2cccc(Cl)c2Cl)c1	113.8
Cc1ccc(-c2n[nH]c(=O)c3c2sc2ncc(-c4ccc(C)cc4)n23)cc1	95.9
COC(=O)Nc1nnc(COc2ccc(C3CCCCC3)cc2)s1	85.9
O=C(O)c1ccc(-n2cc(/C=N/Nc3ccc(Cl)cc3)c(-c3ccc(O)cc3)n2)cc1	49.2
O=C(O)/C=C\C(=O)Nc1ccccc1	65.7
NC1=C(/C(N)=N/O)C(c2ccccc2Cl)c2ccc3ccccc3c2O1 (stereo not drawn)	97.2
Cn1c(=O)c(C#N)c(-c2ccco2)n2c(SCc3ccccc3)nnc12	117.8
Cc1ccc(N2C(=O)C(=S)N(c3ccc(C)cc3)C2=O)cc1	99.4
Oc1ccc(N=Nc2ccc(Br)cc2)c(O)c1	-21.8*
NC(=N\N=C/c1ccco1)/C(N)=N\N=C/c1ccco1	86.2
COC(=O)c1ccc(CSc2ccccc2NC(=S)Nc2cccc(C(F)(F)F)c2)o1	90.9
C/C(=N\NC(=O)Cn1c(-c2ccc(S(C)(=O)=O)cc2)nc2ccccc21)c1ccc(Cl)cc1	74.8
CCN(CC)CCCC(C#N)c1ccccc1 (stereo not drawn)	88.0
CNC(Cc1ccc(OC)cc1)c1ccc(OC)cc1 (stereo not drawn)	105.6
O=C(Nc1nc2c(Cl)cccc2s1)C(Cl)(Cl)Cl	109.5
COc1ccc(-c2cc(=O)c3ccc4ccccc4c3o2)cc1	94.9
COc1ccc2sc(C(=O)NCc3cccc(F)c3)cc2c1	98.0
O=C(CSc1nc2ccccc2c(=O)n1-c1ccccc1)Nc1ccc(S(=O)(=O)NC(=O)Nc2ccccc2)cc1	108.9
COc1cc2nc(Cl)nc(Nc3cccc(C(=O)/C=C/c4ccc(Cl)cc4)c3)c2cc1OC	51.7

This is a subset; the hit share may differ from the screen's.
